Screening results: PubChem, Sanford-Burnham Center for Chemical Genomics
H9c2 TAG inh – reduces triacylglycerol accumulation in H9c2 cells; inhibition, % at 12.5 µM; 230,000 tested, 0.66% active; Nile Red lipid (TAG) fluorescence; cells loaded with 200 µM oleic acid; AID 651582;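 active = pattern-corrected inhibition of lipid staining of at least 50% with the nuclear-stain viability signal not falling by more than 50%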;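 note: 0% = DMSO wells and 100% = triacsin C control wells; some results filed as inactive read as strong as hits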
H9c2 TAG inh DAPI viability – also measured in H9c2 TAG inh; calls as there; DAPI nuclei signal change (viability), lower = more cytotoxic, %;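 whole-well DAPI fluorescence read on a plate reader as a viability signal; minus 50 percent equals half of cells still viable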
* = called active by the depositor.

compound	H9c2 TAG inh	H9c2 TAG inh DAPI viability
O=C1CN(C(=O)COC(=O)c2cc(S(=O)(=O)N3CCOCC3)ccc2Cl)c2ccccc2N1	2	3
COc1cc(-c2coc3c(C(=O)NCc4ccncc4)cccc23)ccc1O	-5	-2
Cc1cc(C)nc(N2CCN(C(=O)c3ccc(S(=O)(=O)N4CCCCCC4)cc3)CC2)n1	2	4
CCCC(=O)N1CCOCC1c1cc(C(=O)NCc2ccccc2)no1 (centres undefined)	-9	11
COc1cc(C(=S)N2CCOCC2)cc(OC)c1OC(=O)c1cc([N+](=O)[O-])c(C)c([N+](=O)[O-])c1	-7	-5
CN(CCNC(=O)c1ccc(N2CCCC2=O)cc1)CCc1ccccc1	0	10
CC(C)(C)NC(=O)CN1CCN(C(=O)CCl)CC1	7	-2
CCOC(=O)C1(C)CCCN1C(=O)c1ccc(Cl)nc1 (centres undefined)	-14	8

(further entries)
compound	H9c2 TAG inh	H9c2 TAG inh DAPI viability
O=C1CC(Sc2ncn[nH]2)C(=O)N1c1ccccc1 (centres undefined)	-7	-9
COc1ccc(/C=C/C(=O)OCC(=O)Nc2nnc(-c3ccccc3)o2)c(OC)c1	-1	7
CCN(CC(=O)Nc1cc(C)c(Cl)cc1OC)CC(=O)NC1CCS(=O)(=O)C1 (centres undefined)	-1	-4
CCCCCc1c(O)nc(SCCN(C)C)[nH]c1=O	-5	9
COc1ccc(C)cc1NC(=O)CSc1nnc(-c2cc3cccc(OC)c3o2)n1N	37	-9
CC(Sc1nnc(Cc2cccs2)n1C1CCCCC1)C(=O)N1CCc2ccccc21 (centres undefined)	-3	5
COc1ccc(Nc2oc(COc3ccc(Cl)cc3)nc2C#N)cc1	4	0
COc1ccc(NC(=O)NN2CCN(C)CC2)c(OC)c1	1	-3

Next part.
compound	H9c2 TAG inh	H9c2 TAG inh DAPI viability
COCCn1c(=O)[nH]c2cc(C(=O)N3CCN(Cc4ccc5c(c4)OCO5)CC3)ccc2c1=O	3	2
CCOC(=O)C1CN(S(=O)(=O)c2ccc(C)cc2)c2cc(S(=O)(=O)CC)ccc2O1 (centres undefined)	6	-9
Cc1ccc(S(=O)(=O)N2CCCC2C(=O)NCc2ccc3c(c2)OCO3)cc1 (centres undefined)	2	-2
O=C(Nc1c2c(nn1-c1ccccc1)CS(=O)(=O)C2)c1cccs1	3	-1
Cc1nn(C)cc1N1C(=O)c2cccc3c(N)ccc(c23)C1=O	-14	5
Cc1cc(C)nc(Sc2c(C)nn(-c3ccccc3)c2C)n1	0	5
CS(=O)(=O)N(CC(=O)NCCSC1CCCCC1)c1ccccc1	16	-6
Cn1c(SCC(=O)NC2(C#N)CCCCC2)nnc1-c1cccnc1	-2	-3

Next results follow:
compound	H9c2 TAG inh	H9c2 TAG inh DAPI viability
CCN1CCN(CCNC(=O)c2cn(C(C)c3ccccc3F)nn2)CC1 (centres undefined)	8	-5
c1ccc(Sc2ncnc3c2oc2ccccc23)cc1	-21	-5
O=C(NCc1ccc2[nH]c3c(c2c1)CCCC3)c1ccc(S(=O)(=O)N2CCOCC2)cc1	12	-14
COc1ccc(CCNC(=O)c2cccc(NC(=O)CC3SC(N4CCCCC4)=NC3=O)c2)cc1OC (centres undefined)	10	1
COc1ccccc1-n1c(CNC(=O)c2ccc(S(=O)(=O)N3CCCCC3)cc2)n[nH]c1=S	-2	0
C/C(CCC(C)C)=N\NC(=S)NCc1ccccc1	-4	-7
O=C(c1ccco1)N1CCCC(c2ccccc2)C1 (centres undefined)	4	-4
CN(Cc1ccccc1)C(=O)c1cccc(NC(=O)Cc2ccc(NC(=O)C3CCCN(C(=O)c4ccccc4)C3)cc2)c1 (centres undefined)	-2	-6

Additional structures
compound	H9c2 TAG inh	H9c2 TAG inh DAPI viability
O=C(COC(=O)c1ccc(Cl)cc1[N+](=O)[O-])NNC(=O)c1cccs1	-2	-1
CC(C)(C)NC(=O)COC(=O)c1ccccc1Nc1ccc(SC(F)F)cc1	-22	16
CC1=C(C(=O)OC(C)C)C(c2ccc(Br)s2)NC(=O)N1C (centres undefined)	8	1
CC(C)(C)n1nc2c(c1NC(=O)c1ccc(F)c(F)c1)CS(=O)(=O)C2	11	0
CNC(=O)c1c(NC(=O)c2cccc(N3C(=O)CCC3=O)c2)sc2c1CCC2	-3	9
Clc1cccc(CNc2ccn3nc(-c4cccs4)cc3n2)c1	-1	23
C=C(C)COc1ccc(-c2[nH]ncc2Oc2cccc(OC)c2)c(O)c1	-13	-8
O=C(C1CC1)N1CCc2cc(S(=O)(=O)N3CCOCC3)ccc21	-18	-4

The list continues.
compound	H9c2 TAG inh	H9c2 TAG inh DAPI viability
C=CCN1C(=O)c2ccc(C(=O)N(C)CC(=O)Nc3ccc(OCC)c(OCC)c3)cc2C1=O	-16	7
N#CCSc1ccccc1NC(=O)CN1C(=O)C(=O)N(Cc2ccccc2)C1=O	6	-4
O=C(NCc1ccccc1F)C1CCCN1C(=O)NCc1ccccc1 (centres undefined)	-4	16
COc1cccc(/C=N/Nc2ccc(C(=O)O)cc2)c1O	11	-4
Cn1c2c(c(=O)n(C)c1=O)CN(Cc1ccco1)CN2	-21	15
CN(C)C(CNC(=O)c1cccc(S(=O)(=O)N2CCN(c3ccc(F)cc3)CC2)c1)c1ccccc1 (centres undefined)	-7	13
O=C(NCc1cccc(C(F)(F)F)c1)c1c[nH]c(=O)s1	18	-3
COCCNC(=S)N1CCN(C(c2ccccc2)c2ccccc2)CC1	17	-7

Fetched one by one from the entries so far:
compound	H9c2 TAG inh	H9c2 TAG inh DAPI viability
O=C(NCc1ccccc1F)C1CCCN1C(=O)NCc1ccccc1 (centres undefined)	-4	16
O=C(NCc1cccc(C(F)(F)F)c1)c1c[nH]c(=O)s1	18	-3
C=CCN1C(=O)c2ccc(C(=O)N(C)CC(=O)Nc3ccc(OCC)c(OCC)c3)cc2C1=O	-16	7
COc1cccc(/C=N/Nc2ccc(C(=O)O)cc2)c1O	11	-4

Complete entries, quoted from the list.
Cn1c2c(c(=O)n(C)c1=O)CN(Cc1ccco1)CN2 is listed as H9c2 TAG inh = -21; H9c2 TAG inh DAPI viability = 15
C=CCN1C(=O)c2ccc(C(=O)N(C)CC(=O)Nc3ccc(OCC)c(OCC)c3)cc2C1=O is listed as H9c2 TAG inh = -16; H9c2 TAG inh DAPI viability = 7

Other compounds.
compound	H9c2 TAG inh	H9c2 TAG inh DAPI viability
O=C(/C=C/c1ccco1)Nc1nc(-c2ccccn2)cs1	20	-14
CCc1nc2sc3ccccc3c(=O)c2c(=O)n1Cc1ccc(OC)cc1	-19	0
CN(C)S(=O)(=O)c1ccc2oc(SCC(=O)c3c(N)n(C4CC4)c(=O)[nH]c3=O)nc2c1	-23	0
COc1ccc(CNC(=O)CCc2nc(-c3ccccc3F)no2)c(OC)c1	-6	-1
COc1ccc(OC)c2c(C)cc(N3CCN(C(=O)c4ccc(F)cc4)CC3)nc12	-10	5
Cc1ccc(-n2ncc3c2CCCC3NC(=O)CCc2cnccn2)cc1C (centres undefined)	-2	0
C=C(C)COc1ccc(-c2[nH]ncc2-c2ccc(OC)cc2)c(O)c1	-2	5
O=S(=O)(c1ccc2c(c1)OCCO2)N1CCC(n2nnc3cc(C(F)(F)F)ccc32)CC1	18	-11

Additional records follow:
compound	H9c2 TAG inh	H9c2 TAG inh DAPI viability
CSc1ccccc1NC(=S)Nc1cc(C)cc(C)c1	-9	8
Cc1ccc(C(C)n2cc(C(=O)NCc3ccncc3)nn2)cc1 (centres undefined)	30	-7
O=C(c1ccc([N+](=O)[O-])o1)N1CCN(Cc2ccccc2)CC1	23	-9
O=[N+]([O-])c1cccc(C(=S)N2CCN(c3ccc(F)cc3)CC2)c1	-2	-2
O=C(NC1CCCc2c1cnn2-c1cc(F)cc(F)c1)c1ccc[n+]([O-])c1 (centres undefined)	-3	5
COc1cccc(C(O)c2nc(-c3ccccc3OC)cs2)c1 (centres undefined)	-1	4
Cc1csc(N2CCN(c3cc4c(cc3Cl)nc(-c3ccncc3)n4CCCN3CCCC3)CC2)n1	25	54
Cc1ccc(C(=O)N2CCNC(=O)C2CC(=O)Nc2ccc(F)cc2)cc1C (centres undefined)	-26	5

(further entries)
compound	H9c2 TAG inh	H9c2 TAG inh DAPI viability
Fc1cnc(N2CCOCC2)nc1N1CCOCC1	-2	-1
CCN1C(=O)CC2CCCC1C2 (centres undefined)	-5	6
Cc1ccc(C2CC2c2n[nH]c(=S)n2-c2cccc(C)c2)cc1 (centres undefined)	9	-1
CCOC(=O)C1CCCN(C2CCN(Cc3nc(Cc4ccccc4)no3)CC2)C1 (centres undefined)	1	3
O=C(CNc1ccc(Cl)cc1)c1ccc(Br)cc1	4	0
Cc1cc(C)n(-c2ccc3nncn3n2)n1	15	1
COc1ccc(/C=C/C(=O)NC(=S)NNC(=O)c2cccnc2)cc1OC	4	11
CC1(C(=O)NCc2cccnc2)CCC(=O)N1CCc1ccccc1 (centres undefined)	-5	-14

(cont.)
compound	H9c2 TAG inh	H9c2 TAG inh DAPI viability
Oc1ccc(/C=N/n2cnn(Cc3ccccc3Cl)c2=S)c(O)c1	9	6
COC(=O)c1ccc(CSc2n[nH]c(=S)s2)o1	10	-10
CCNS(=O)(=O)c1ccc(CCC(=O)NCCc2ccc(OC)cc2)cc1	0	-11
CC(=O)Nc1ccc(CN(C)c2c(C)nc3ccc(C(=O)NCCCN4CCCC4=O)cn23)cc1	6	-5
CCN(CC(=O)Nc1ccc(OC)cc1)C(=O)c1cc2c(s1)CCCCC2	-5	-2
COc1ccc(N2CCN(C(=O)C3CCN(S(=O)(=O)c4ccc(C)cc4)CC3)CC2)cc1	-9	9
CCOc1ccc2c(O)csc2c1	13	-7
COc1cc(C)ccc1S(=O)(=O)NC(=O)C1(C)CCN1C(=O)C1(c2ccc(Cl)cc2)CCC1 (centres undefined)	3	-8

Other results follow.
compound	H9c2 TAG inh	H9c2 TAG inh DAPI viability
COc1ccc(OC)c(N2C(=O)CC(Cc3ccc(C)cc3)C2=O)c1 (centres undefined)	-20	6
c1coc(CNc2ncnc3[nH]ncc23)c1	2	1
COCCc1nc2ccc(C(=O)N(C)Cc3cccc(-n4nc(C)cc4C)c3)cc2o1	17	-1
CCN1C(=O)/C(=C\N(C)C)NC1=S	9	-7
Cc1[nH]nc(-c2ccc(O)c(C)c2O)c1Oc1ccccc1	7	-16
COc1ccccc1OCCNC(=O)CCS(=O)(=O)c1ccccc1	3	2
COCOCCn1cc(CN2CCS(=O)(=O)N(Cc3ccc(-c4ccc(Cl)cc4)cc3)C(C(C)C)C2=O)nn1 (centres undefined)	4	5
Cc1cc(OCCSc2nnc(-c3cccs3)n2C)ccc1Cl	22	-5
CC(C)(C)n1nc2c(c1NC(=O)c1ccc(Br)o1)CS(=O)C2 (centres undefined)	-12	-1

Exported with values under each structure: 3 of the compounds above.
Values run as follows: H9c2 TAG inh	H9c2 TAG inh DAPI viability
Cc1cc(OCCSc2nnc(-c3cccs3)n2C)ccc1Cl
  22	-5
CCN1C(=O)/C(=C\N(C)C)NC1=S
  9	-7
COCCc1nc2ccc(C(=O)N(C)Cc3cccc(-n4nc(C)cc4C)c3)cc2o1
  17	-1

Not all compounds are listed (hit frequency here may not be typical).
